Screens: PubChem BioAssay, National Center for Advancing Translational Sciences (NCATS)
Glioma ERSR ind: ER stress response induction in glioma | U87-MG GRP78 promoter luciferase reporter, 16 h | Potency, µM, for inactives: at the top dose activation, most hits filed as activators | hit rate 0.02% among 420,000; further: potency means the concentration at half of the fitted maximal effect; series mostly up to about 76 µM; % of control where 0% means no effect; nearly all actives have a fitted effect of over 35% in size
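Stably transfected U87-MG human glioma cells carrying a GRP78-based luminescent sensor were seeded at 1000 cells/well, pin-dosed with compounds and incubated 16 h. Luciferase reagent was then added, and end-point luminescence was read after 10 min at room temperature.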
TrxR1 substrate: substrates of rat thioredoxin reductase 1. hit rate 0.01% among 390,000. purified TrxR1 substrate turnover, NADPH consumption readout. O89049. Potency, µM (titrated, usually from 114 µM), for inactives: at the top dose activity change, negative = substrate turnover; further: potency means the concentration at half of the fitted maximal effect; on the % scale 0 is the no-effect control and ±100 the full control effect; nearly all actives have a fitted effect of over 50% in size
Target sequence (O89049 whole entry, looked up): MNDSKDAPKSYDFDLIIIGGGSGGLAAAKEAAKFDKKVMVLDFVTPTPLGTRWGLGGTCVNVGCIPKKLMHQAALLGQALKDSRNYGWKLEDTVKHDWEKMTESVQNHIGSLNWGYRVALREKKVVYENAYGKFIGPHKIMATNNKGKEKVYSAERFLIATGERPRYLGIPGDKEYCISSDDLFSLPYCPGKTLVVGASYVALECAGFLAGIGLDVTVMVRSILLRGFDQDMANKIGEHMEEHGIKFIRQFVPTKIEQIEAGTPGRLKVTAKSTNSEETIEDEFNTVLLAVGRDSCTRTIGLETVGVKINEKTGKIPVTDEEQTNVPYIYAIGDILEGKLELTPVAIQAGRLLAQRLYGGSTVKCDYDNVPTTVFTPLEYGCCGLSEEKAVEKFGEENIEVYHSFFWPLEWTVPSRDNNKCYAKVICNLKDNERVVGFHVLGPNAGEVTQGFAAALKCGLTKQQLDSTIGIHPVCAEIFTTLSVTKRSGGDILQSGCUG
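Rat TrxR1, dispensed at 90 nM, was prereduced with 400 uM NADPH (final) for 5 min at ~22 deg C, then incubated with compound 15 min before 400 uM selenite. A first-read NADPH fluorescence drop versus no-compound background flagged substrates.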
mIDH1 inhibitor: blocks human mutant IDH1 R132H enzyme. O75874. IDH1-R132H enzyme, NADPH consumption, diaphorase/resazurin fluorescence. Potency, µM (titrated, usually from 76.6 µM), for the others: at the top dose activity change, negative = inhibition, hits mostly inhibitors. hit rate 0.093% among 390,000. AID 602179; further: potency means the concentration at half of the fitted maximal effect; on the % scale 0 is the no-effect control and ±100 the full control effect; nearly all actives have a fitted effect of over 65% in size
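IDH1-R132H (0.5 ug/mL) preincubated 30 min with compound, then NADPH (0.016 mM) and alpha-KG (2 mM) added; 80 min at RT, pH 7.5. Remaining NADPH coupled via diaphorase/resazurin to fluorescence (540/590 nm); concentration-response curves normalized to no-enzyme control.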
RXFP1 ag: activates the human relaxin receptor RXFP1; HEK293T-RXFP1 cAMP TR-FRET, 30 min; response scale: percent of porcine relaxin response, buffer zero; Potency, µM (doses to about 57.5 µM), inactives show at the top dose activation, most hits filed as activators; AID 2676; hit rate 0.3% among 370,000; further: potency means the concentration at half of the fitted maximal effect; on the % scale 0 is the no-effect control and ±100 the full control effect; nearly all actives have a fitted effect of over 60% in size; many of its hits are not listed in these tables
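Agonist response is measured as cAMP accumulation in an RXFP1-transfected HEK293T line under PDE4 inhibition. Values are scaled between buffer-only and 29 nM porcine relaxin, and EC50s come from standard Hill equation fits.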
LDHA inh: LDHA (human) enzyme inhibition; P00338; purified LDHA, NADH/diaphorase-resazurin fluorescence; active compounds read low; hit rate 0.15% among 480,000; activity change, % (values are at about 110 or 230 µM); in the data active means activity change below about -30%; inconclusive means mostly about -25% to -30%;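 further: plate controls were DMSO wells for no effect and wells without enzyme for full effect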
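Enzyme activity of human lactate dehydrogenase 5 (2 nM; 0.06 mM NADH, 0.2 mM pyruvate, 5 min, RT) is measured via a resazurin/diaphorase fluorescence readout of residual NADH.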
Vif-APOBEC3F blk: Vif-A3F binding inhibition; HeLa A3F-eYFP + Vif (tagged APOBEC3F with the HIV-1 protein that degrades it), YFP fluorescence increase; Potency, µM (highest dose often 46.1 µM), for the others: at the highest dose activity, negative = active; hit rate 0.2% among 390,000; further: potency means the concentration at half of the fitted maximal effect; % of control where 0% means no effect; nearly all actives have a fitted effect of over 65% in size
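Fluorescence increase (Ex 488/Em 500-530) after overnight compound treatment at 37 deg C flags inhibition of Vif-driven A3F-eYFP loss in stable HeLa A3F-eYFP/Vif cells seeded overnight beforehand.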
Vif-A3G inh: inhibitors of Vif-APOBEC3G interaction; Potency, µM (top dose mostly 46.1 µM), for the others: at the highest dose activity, negative = active, usual class: inhibitors; Q9HC16; HeLa A3G-eYFP + Vif (tagged APOBEC3G with the HIV-1 protein that degrades it), YFP fluorescence, overnight; hit rate 0.076% among 410,000; AID 602310;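 further: potency means the concentration at half of the fitted maximal effect; on the % scale 0 is the no-effect control and ±100 the full control effect; nearly all actives have a fitted effect of over 60% in size; hits raise eYFP signal because A3G escapes Vif-driven loss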
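Read-out is eYFP fluorescence (Ex 488/Em 500-530) from Vif-expressing HeLa A3G-eYFP cells; more signal means A3G escaped Vif-mediated degradation. Cells plated overnight, compound pinned in, incubated overnight at 37 deg C.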
PI4K2A inh: blocks human PI4K2A kinase activity; Q9BTU6; purified PI4K2A, ADP-Glo luminescence, 1 h; active compounds read low; activity change, negative = inhibition, % at 76.9 µM; hit rate 0.13% among 420,000; in the data active means activity change below about -50%; inconclusive means mostly about -30% to -49%;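 further: -100% = wells without enzyme as full effect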
Target sequence (Q9BTU6 whole entry, looked up): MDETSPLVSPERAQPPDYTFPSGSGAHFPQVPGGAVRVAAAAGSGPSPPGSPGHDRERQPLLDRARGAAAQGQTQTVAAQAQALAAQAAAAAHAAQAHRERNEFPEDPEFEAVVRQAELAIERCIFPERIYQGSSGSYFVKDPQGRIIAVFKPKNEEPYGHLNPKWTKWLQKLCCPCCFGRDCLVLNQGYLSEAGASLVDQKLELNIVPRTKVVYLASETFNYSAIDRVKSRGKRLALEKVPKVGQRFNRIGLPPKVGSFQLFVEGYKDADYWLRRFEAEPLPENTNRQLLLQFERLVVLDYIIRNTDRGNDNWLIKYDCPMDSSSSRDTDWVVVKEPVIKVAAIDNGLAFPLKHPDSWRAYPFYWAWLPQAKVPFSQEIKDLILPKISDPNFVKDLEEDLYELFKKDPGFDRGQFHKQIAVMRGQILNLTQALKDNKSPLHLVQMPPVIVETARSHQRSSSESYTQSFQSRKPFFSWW
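PI4K2A activity was measured by ADP-Glo luminescence: enzyme (4 ug/mL stock) and phosphatidylinositol (1.2 mM stock) in Tris pH 7.5/MgCl2/EGTA/Triton X-100 buffer were reacted with ATP (300 microM stock) for one hour at ambient temperature.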
USP1 inh: blocks the human USP1/UAF1 deubiquitinase complex | AID 743255 | O94782 | Potency, µM (highest dose often 57.1 µM), inactives show top-dose activity change, negative = inhibition, actives largely listed as inhibitors | hit rate 0.23% among 390,000 | recombinant USP1/UAF1, Ub-Rhodamine cleavage fluorescence; further: potency means the concentration at half of the fitted maximal effect; on the % scale 0 is the no-effect control and ±100 the full control effect; nearly all actives have a fitted effect of over 60% in size; inactives centre near -12
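USP1/UAF1 complex (1 nM) preincubated 15 min at room temperature with compound, then Ub-Rho substrate (150 nM final) added. Kinetic fluorescence at 480/540 nm over 6 reads at 60 s intervals; 50 mM HEPES pH 7.8, 0.5 mM EDTA, 0.1 mg/ml BSA, 1 mM TCEP, 0.01% Tween-20.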
* hit, by the source's call; u = inconclusive; x = not tested or not shown; & = joins results of further samples; [ ] = another dose, or the depositor's remark. Unless noted, the call rests on the fitted dose curve; in most records, active means well fitted curve in the direction sought with a large enough effect; inconclusive means small, poorly fitted or top-dose-only effect, or another doubt; inactive means no such curve, though single readings can be large; an effect the other way counts as inactive or inconclusive. Only part of the results is shown. The share of hits here may be higher or lower than overall.

Molecule	Glioma ERSR ind	TrxR1 substrate	mIDH1 inhibitor	RXFP1 ag	LDHA inh	Vif-APOBEC3F blk	Vif-A3G inh	PI4K2A inh	USP1 inh
COc1ccc(NC(=O)C2CC(=O)N(CCc3ccc(Cl)cc3)C2)cc1 (centres undefined)	-3%	3%	7%	1.8%	-4	-23%	2%	-3	-6%
Cc1ccc(S(=O)(=O)N2CCSC2c2ccco2)cc1 (centres undefined)	-4%	7%[57.1 µM]	14%	0.6%	7	2%	1%	-5	-21%
NS(=O)(=O)c1ccc(CNC(=O)c2cccc(S(=O)(=O)N3CCc4ccccc43)c2)cc1	-3%	-3%	0%	0.3%	-10	-12%	3%	-2	-20%
COC(=O)COc1ccc(-c2nccc(-c3ccccn3)n2)cc1	-12%	0%[11.4 µM]	-4%	4.7%	-3	-2%	4%	0	-21%
CCC(=O)Oc1ccc(C(=O)Nc2c[nH]c(=O)[nH]c2=O)cc1	-1%	-13%	0%	-0.3%	2	0%	-1%	-2	-6%
COc1cccc(NC(=O)Cn2c(=O)c3c(ncn3Cc3ccccc3)n(Cc3ccccc3)c2=O)c1	-1%	-13%	-2%	-0.7%	4&-10	4%	0%	10	5%
CCc1nc2ccc(C(=O)NCCCN(C)C)cn2c1N(C)Cc1ccc(OC)cc1	1%	x	x	x	-6	x	6%	-6	x
CCCC#Cc1ccc2c(c1)O[C@@H](CN(C)Cc1ccc3c(c1)OCO3)[C@H](C)CN([C@@H](C)CO)S2(=O)=O	10%	x	3%	x	2	-27%	-4%	-10	-19%
Cc1ccc(C)c(N2CCN(C(=O)CCS(=O)(=O)c3ccc4c(c3)oc(=O)n4C)CC2)c1	-5%&-6%	3%&-8%	-8%&30%	-0.1%&-0.6%	0&-5	-6%&3%	-1%&3%	1&3	-23%&-18%
COc1ccc(NC(=O)CC(C)n2nc(C)cc2C)cc1Cl (centres undefined)	-2%	-5%[57.1 µM]	34%[activator]	-2.3%	-3	0%	-1%	-3	-2%
CCOc1ccc(C2c3cc(OC)c(OC)cc3CC(=O)N2c2ccccc2)cc1 (centres undefined)	-2%	-7%	4%	9.8%	-15	2%	-2%	1	-8%
O=C(Cn1c(=O)oc2cc(S(=O)(=O)N3CCCC3)ccc21)NC1CCCc2ccccc21 (centres undefined)	-5%	6%	5%	0.1%	-6	0%	-4%	u	u
COC(=O)c1ccc(Cn2nc(-c3ccc(C)c(C)c3)ccc2=O)cc1	-1%&-3%	9%&10%	0%&-3%	-0.6%&-1.5%	-5&-6	11%&-9%	1%&-2%	-4&-1	-15%&-28%
O=C(CCCCl)NC(=S)Nc1ccc(CN2CCOCC2)cc1	4%	3%[57.1 µM]	11%	0.5%	3	-1%	-7%	2	-4%
CCS(=O)(=O)N1Cc2ccccc2CC1C(=O)Nc1nnc(C2CC2)s1 (centres undefined)	0%	2%[57.1 µM]	1%	-0.4%	-9	6%	-3%	2	-5%
CC(=O)NCCC(=O)Nc1nc(-c2cccs2)c(-c2cccs2)s1	-2%	15%[57.1 µM]	5%	0.0%	-3	-11%	0%	-3	-8%
Cc1ccc(C(=O)NCCc2cc3ccc(C)c(C)c3[nH]c2=O)cc1[N+](=O)[O-]	1%	0%	3%	0.5%	1	-5%	0%	-3	-11%
O=C(Nc1ccc2c(c1)CCCN2C(=O)c1cccs1)c1ccccc1	-2%&1%	-9%	4%&18%	-1.8%&0.5%	1&2	-9%&6%	-2%&-11%	8&1	-7%&-1%
CCN(CC)c1ccc(-c2nn3c(-c4ccccc4OC)nnc3s2)cc1	-5%	86%[activator]	u	6.3%	0	u	-22%	-2	u
COc1ccccc1NC(=O)CCN1C(=O)/C(=C\c2cc(OC)c(OC)c(OC)c2)SC1=S	-4%	-11%	-1%	-4.3%	-3	3%	-1%	-1	-12%
O=C(O)C[C@H]1c2ccc(C(F)(F)F)cc2S(=O)(=O)N1C1CCCCC1	-2%&-2%	2%&7%	-4%	x	-2	-5%	1%&0%	1	11%
Cc1ccc2cc3c(NC(=O)c4ccco4)nn(C)c3nc2c1	-2%	5%	1%	4.8%	0	u	-5%	0	-8%
C/C(=N/OCO/N=C(/C)c1ccc(F)cc1)c1ccc(F)cc1	-1%	-5%	9%	1.6%	2	-4%	2%	-2	-13%
COc1ccccc1OCC(=O)Nc1ccc(Cl)cc1	5%	6%[57.1 µM]	3%	-0.4%	-2	-25%	0%	1	-14%
CCCCC(=O)NC(=S)Nc1ccc(S(=O)(=O)N2CCCC2)cc1	-1%	-6%	1%	1.0%	2	-7%	-2%	-1	-18%
CCNC(=O)c1sc(=S)n(CC)c1N	1%	-9%	3%	0.3%	-6	-1%	2%	-14	-22%
CCN1C(=O)[C@@H]2[C@@H]3CN(S(=O)(=O)c4ccc(C)cc4)[C@@H](c4cccc5ccccc45)[C@@H]3C(=O)C[C@@H]2C1=O	-3%	x	x	x	-5	x	-8%	0	x
COc1ccc(N(CC(=O)Nc2cccc(C)c2)S(=O)(=O)c2c(C)n[nH]c2C)cc1	-3%	1%[57.1 µM]	3%	1.3%	3	2%	2%	-4	-9%
C=CCn1c(SCC(=O)Nc2sc(C)c(C)c2C(=O)OCC)nnc1-c1sc(N)nc1C	-5%	8%[11.4 µM]	-10%	2.9%	-9	-12%	-8%	8	-9%
COc1ccc(S(=O)(=O)N2CCC(C(=O)NN3CCCCC3)CC2)cc1	-3%	x	-7%	x	-2	-4%	0%	-5	-8%
Cc1cccc2cc(C#N)c(N3CCN(C)CC3)nc12	-10%	6%	2%	1.7%	5	-1%	-1%	8	-7%
CN1CCN(c2ccccc2NC(=O)c2ccc(-c3ccc(Cl)cc3Cl)o2)CC1	-1%	8%	1%	0.2%	6	3%	-7%	0	-16%
Cc1cnn(CCC(=O)NNC(=S)NCC(C)C)c1	-4%	-4%	0%	0.3%	-1	-11%	0%	3	-7%
CCN(C(=O)Cn1cc(C(F)(F)F)ccc1=O)c1c(N)n(Cc2ccccc2)c(=O)[nH]c1=O	-4%	5%[57.1 µM]	1%	-0.4%	-13	-7%	3%	0	-13%
O=C(O)c1cccc(S(=O)(=O)Nc2ccc(Oc3ccccc3)cc2)c1	-10%	5%	-4%	x	-4	11%	0%	2	-16%
COc1ccc2c(c1)c(CC(=O)Nc1cccc(S(N)(=O)=O)c1)c(C)n2C(=O)c1ccc(Cl)cc1	-5%	-6%	-15%	-0.9%	-8	-9%	-9%	-9	-4%
Cc1cc(OCCCCNC(C)C)cc(C(C)C)c1	-2%	-3%	4%	-0.2%	-20	1%	3%	2	0%
CCc1cccc(C)c1NC(=O)COC(=O)Cn1c(C)csc1=O	-2%	-2%[57.1 µM]	3%	0.2%	-9	-4%	-1%	0	-2%
O=C(COc1ccccc1)Nc1cc(NC(=O)COc2ccccc2)cc(C(=O)O)c1	-1%	-6%[57.1 µM]	0%	-0.5%	2	2%	-1%	2	-4%
COc1cccc(OCc2nn3c(=O)c(-c4ccccc4)nnc3s2)c1	-1%	-1%	2%	20%	-2	-12%	1%	-1	-12%
COC(=O)c1ccc(C)c(NC(=O)CN(c2ccc3c(c2)OCO3)S(C)(=O)=O)c1	1%	12%[57.1 µM]	1%	-1.3%	-3	1%	-4%	3	0%
O=c1c2c(nc3n1CCCCC3)sc1c(O)c(Br)ccc12	-5%	2%	6%	0.5%	19	2%	1%	2	4%
O=C(Nc1sc2c(c1C(=O)O)CCC2)c1cccs1	0%	-18%	27%	0.3%	-2&-22	-1%	-9%	-7	-9%
COc1ccc(S(=O)(=O)N2CCc3ccccc32)cc1C(=O)Nc1cccnc1	-6%	-1%	8%	5.2%	-5	9%	-7%	-2	-9%
CC1(C)SC2c3ccccc3C(=O)N2[C@@H]1C(=O)O (some centres undefined)	-2%	1%	7%	-2.5%	0	7%	-7%	7	-15%
CCOC(=O)N1CCN(C(=O)c2cc(COc3c(F)cccc3F)on2)CC1	-4%	-6%	7%	2.4%	-8	8%	1%	-5	-14%
O=C(Cn1c2ccccc2c(=O)c2cc([N+](=O)[O-])ccc21)Nc1ccccc1Cl	-5%	0%	-6%	1.6%	0	2%	1%	0	-25%
O=C(Nc1ccccc1N1CCCCC1)c1ccc2nccnc2c1	-4%	-5%	4%	3.1%	-1	7%	-1%	3	-4%
O=C(c1cccc(C(=O)N2CCc3ccccc32)n1)N1CCc2ccccc21	-4%	-14%	2%	1.4%	2	2%	-1%	4	-9%
COc1ccc(C(=O)NCC(=O)OCC(=O)c2cccc3ccccc23)cc1	1%	-4%	x	x	-4	x	-2%	x	x
C=C(C)Cn1c(NCCC)nc2c1c(=O)n(C)c(=O)n2C	-2%	-1%	-3%	4.7%	-8	-4%	3%	-8	-5%
